Screening data deposited in PubChem by NMMLSC.
VLA-4 allo ag: allosterically activates the human VLA-4 integrin | P13612 | Jurkat cells, LDV-FITC binding, flow cytometry | activation, % at 10 µM (by protocol) | 24,000 tested, under 10 active;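 active means fluorescent ligand binding to cells raised by more than 40% of the manganese-induced maximum; inconclusive means compound's own fluorescence above 85% of the ligand control signal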;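 further: 0% = ligand binding without compound and 100% = manganese-stimulated maximal binding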
Target sequence (P13612 whole entry, looked up): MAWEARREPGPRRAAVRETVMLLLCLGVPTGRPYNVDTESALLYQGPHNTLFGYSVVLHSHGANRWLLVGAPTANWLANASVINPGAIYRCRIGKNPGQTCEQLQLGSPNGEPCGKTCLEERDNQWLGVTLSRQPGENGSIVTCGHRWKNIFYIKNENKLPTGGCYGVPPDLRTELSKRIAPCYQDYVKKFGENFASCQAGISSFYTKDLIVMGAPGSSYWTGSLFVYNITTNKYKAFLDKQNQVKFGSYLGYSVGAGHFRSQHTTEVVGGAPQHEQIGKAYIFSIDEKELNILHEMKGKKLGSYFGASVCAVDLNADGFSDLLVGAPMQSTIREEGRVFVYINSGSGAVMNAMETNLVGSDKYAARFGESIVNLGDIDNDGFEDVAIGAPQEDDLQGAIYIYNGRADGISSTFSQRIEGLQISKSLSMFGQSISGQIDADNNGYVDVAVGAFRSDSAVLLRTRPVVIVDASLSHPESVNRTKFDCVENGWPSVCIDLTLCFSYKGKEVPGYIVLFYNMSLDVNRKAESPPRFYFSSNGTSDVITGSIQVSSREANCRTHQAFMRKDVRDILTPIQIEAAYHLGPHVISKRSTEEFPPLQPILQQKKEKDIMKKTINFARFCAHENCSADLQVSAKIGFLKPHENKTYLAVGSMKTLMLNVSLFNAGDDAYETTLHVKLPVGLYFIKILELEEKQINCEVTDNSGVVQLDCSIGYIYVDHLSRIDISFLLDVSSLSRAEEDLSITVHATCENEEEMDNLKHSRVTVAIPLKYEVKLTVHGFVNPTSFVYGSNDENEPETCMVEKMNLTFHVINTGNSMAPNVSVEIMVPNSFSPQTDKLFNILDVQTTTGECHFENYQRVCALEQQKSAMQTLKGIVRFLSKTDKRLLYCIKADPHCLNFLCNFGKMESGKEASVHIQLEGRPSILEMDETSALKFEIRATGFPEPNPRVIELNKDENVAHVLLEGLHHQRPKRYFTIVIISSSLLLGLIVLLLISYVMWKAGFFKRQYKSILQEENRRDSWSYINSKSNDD
Autofluor Jurkat: compound fluoresces in Jurkat cells, VLA-4 screen interference | compound autofluorescence, flow cytometry; active compounds read high; 1 = vehicle-only cell background | 24,000 compounds, 0.61% hits | fluorescence ratio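 (tested at 10 µM compound in the well)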;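 active means fluorescence ratio above 2.44, which is 1 plus 3 SD of all ratios; inconclusive means signal too bright to measure linearly, ratio around 10 or more; inactive means fluorescence ratio below 2.44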;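 further: green fluorescence of cells measured with 488 nm excitation and 530 nm emission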
Prostate diff: LNCaP prostate cell differentiation activation; 24,000 compounds, 0.56% hits; AID 795; flow cytometry side scatter, 4 d; side scatter shift, % at 10 µM;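 active means side scatter shift above 30%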;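 further: androgen-responsive LNCaP prostate cancer cells in charcoal-stripped serum medium; percent of cells past a gate set so DMSO wells show 10% shift; higher shift means more granular cells and more differentiation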
VLA-4 antagonist: inhibition of LDV-FITC ligand binding to human VLA-4 integrin. inhibition, % at 10 µM (by protocol). P13612. 24,000 compounds, 0.2% hits. Jurkat cells, LDV-FITC binding with Mn2+, flow cytometry; 100% = Mn2+-driven binding gain fully reversed. AID 529;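 active means inhibition above 50%; inconclusive means compound itself fluorescent, judged against control cell fluorescence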;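 further: 0% = Mn2+ stimulated cells lacking compound and 100% = ligand binding without Mn2+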
* = called active by the depositor; ? = inconclusive; / = no result given. Not all compounds are listed, so the mix of outcomes need not match the whole.

[1] CC(NC(=O)c1ccc(Cl)cc1)C(=O)NC1=NCCS1 (configuration not stated)
[2] Cn1cc(Br)c(C(=O)NC2CCCCC2)n1
[3] CCOC(=O)c1c(C)oc2c1c(C(c1ccncc1)N1CCOCC1)c(O)c1ccccc12 (configuration not stated)
[4] O=c1[nH]c(SCc2cc(=O)n3ccccc3n2)nc2c1CCC2
[5] O=C(NCc1ccc(F)cc1)C1CC(=O)N(CCc2ccccc2)C1 (configuration not stated)
[6] COCCCn1c(SCC(=O)Nc2cccc(C)n2)nnc1-c1ccco1
Assay by compound	1	2	3	4	5	6
VLA-4 allo ag	1	0	-18	4	-3	-6
Autofluor Jurkat	1	1	1.2	1	1	0.97
Prostate diff	9	16	2	9	11	3
VLA-4 antagonist	13	-12	14	-5	-8	-1

[7] CCN(CC)S(=O)(=O)c1ccc2[nH]cc(C(=O)NCCc3ccccc3)c(=O)c2c1
[8] O=C(NO)c1ccccc1O
[9] COc1ccccc1CNC(=O)CCS(=O)(=O)c1cccs1
[10] O=C(c1ccc(S(=O)(=O)N2CCOCC2)cc1)N1CCN=C1SCc1cccnc1
[11] Cn1c(=O)c(-c2ccccc2)nn2c3ccccc3nc12
[12] COc1cccc(C(=O)Nc2c3c(nn2-c2ccccc2C)CS(=O)C3)c1OC (configuration not stated)
Assay by compound	7	8	9	10	11	12
VLA-4 allo ag	2	1	-8	?	-5	1
Autofluor Jurkat	1.1	1	1	1	1	1
Prostate diff	11	6	2	13	5	6
VLA-4 antagonist	2	-16	-14	?	-1	?

Profiles from above. Values in the order: VLA-4 allo ag | Autofluor Jurkat | Prostate diff | VLA-4 antagonist
O=C(c1ccc(S(=O)(=O)N2CCOCC2)cc1)N1CCN=C1SCc1cccnc1 is listed with ? | 1 | 13 | ?
CC(NC(=O)c1ccc(Cl)cc1)C(=O)NC1=NCCS1 (configuration not stated) is listed with 1 | 1 | 9 | 13
COc1ccccc1CNC(=O)CCS(=O)(=O)c1cccs1 is listed with -8 | 1 | 2 | -14
COc1cccc(C(=O)Nc2c3c(nn2-c2ccccc2C)CS(=O)C3)c1OC (configuration not stated) is listed with 1 | 1 | 6 | ?
CCN(CC)S(=O)(=O)c1ccc2[nH]cc(C(=O)NCCc3ccccc3)c(=O)c2c1 is listed with 2 | 1.1 | 11 | 2

Other entries:
[13] COC(=O)CC1C(=O)NCCN1C(=O)NC1CCCCC1 (configuration not stated)
[14] CC1CCCCN1C(=O)CSc1nc2ccsc2c(=O)n1Cc1ccccn1 (configuration not stated)
[15] CCCc1cc2c(cc1NS(=O)(=O)c1ccc(CCNC(C)=O)cc1)OCO2
[16] O=C(CN1CCC(NC(=O)c2ccc(F)cc2)CC1)NCc1ccccc1F
[17] Cc1cc(C)c(C(=O)CC2(O)C(=O)Nc3ccccc32)cc1C (configuration not stated)
[18] Cc1noc(/C=C/N(C)C)c1S(=O)(=O)N1CCCC(C(=O)N2CCc3ccccc32)C1 (configuration not stated)
Assay by compound	13	14	15	16	17	18
VLA-4 allo ag	1	3	-2	3	3	-8
Autofluor Jurkat	1	1.1	1.1	1	1	1.1
Prostate diff	12	8	1	6	5	9
VLA-4 antagonist	-4	11	-23	-20	-7	4

[19] O=C(NCCN1CCN(c2ccccc2F)CC1)C1CC(=O)N(C2CCCC2)C1 (configuration not stated)
[20] CCC(C)(C)n1nnnc1C(c1ccc(OC)c(OC)c1)N1CCN(c2ccccc2)CC1 (configuration not stated)
[21] CCOC(=O)C1CCN(c2c(NCCCN(CC)c3ccccc3)c(=O)c2=O)CC1
[22] CCOC(=O)N1CCN(C(=O)c2ccc3c(c2)ncn3C2CCCC2)CC1
[23] Cc1cc(C)nc(SCC(=O)Nc2ncc3c(n2)CCCC3=O)n1
[24] C=CCOc1ccc(/C(CC)=N/O)c(OC)c1
Assay by compound	19	20	21	22	23	24
VLA-4 allo ag	3	0	3	1	-2	-8
Autofluor Jurkat	1	1	1.1	1	1	1.1
Prostate diff	7	3	14	5	8	7
VLA-4 antagonist	-3	-7	1	6	-14	-6

[25] COc1ccc(Cl)cc1NC(=O)Cn1cccc1
[26] Nc1cc(Cl)ccc1Oc1ccccc1
[27] CCc1ccc(NC(=O)c2cccnc2)cc1
[28] Clc1ccc2[nH]c3c(NCCCN4CCOCC4)ncnc3c2c1
[29] COC(=O)C1=C(N)Oc2cc(C)n(Cc3ccncc3)c(=O)c2C1c1cccnc1 (configuration not stated)
[30] Cc1noc(C(=O)Nc2ccc3c(c2)OCO3)c1Cl
Assay by compound	25	26	27	28	29	30
VLA-4 allo ag	-4	2	6	-3	-5	0
Autofluor Jurkat	1	0.99	1	1.1	0.98	1.4
Prostate diff	7	12	3	/	12	5
VLA-4 antagonist	-6	5	-12	14	0	-7

[31] COc1ccc(-c2noc(CSc3nc(N)c(-c4ccccc4)c(=O)[nH]3)n2)cc1OC
[32] O=C(CSc1nc(-c2ccco2)cc(C(F)(F)F)n1)NCCCn1ccnc1
[33] CC1(C)NC(=O)N(CC(O)CN2CCCCC2)C1=O (configuration not stated)
[34] COc1ccc(C2N3CC4(C)CN2CC(C)(C3)C4=O)cc1OC (configuration not stated)
[35] O=C(Nc1ccc2c(c1)OCO2)c1cc(C2CC2)on1
[36] Cc1ccc(-c2cc(C(F)F)nc(NCc3cccnc3)n2)cc1
Assay by compound	31	32	33	34	35	36
VLA-4 allo ag	12	-1	5	-4	3	-4
Autofluor Jurkat	1	1	1	1.1	1.1	1.1
Prostate diff	9	2	5	10	5	5
VLA-4 antagonist	-40	-9	-17	-15	2	1

[37] COc1ccccc1NC(=O)CN1C(=O)CCS(=O)(=O)c2ccccc21
[38] CC(C)N(C(=O)CSc1nnc(-c2cc3ccccc3cc2O)n1Cc1ccco1)C(C)C
[39] COC(=O)c1ccc(Nc2cc(C)nc3nc(C)nn23)cc1
[40] CC(=O)c1cc(-c2ccccc2)n(CC(=O)N2CCC(N3CCCCC3)CC2)c1C
[41] O=C(c1cc(C2CC2)on1)N1CCN(C(c2ccccc2)c2ccccc2)CC1
[42] CCn1nccc1C(=O)Nc1cc(Cl)ccc1Cl
Assay by compound	37	38	39	40	41	42
VLA-4 allo ag	-2	?	-4	-1	0	2
Autofluor Jurkat	1	1.1	0.93	1	1	0.96
Prostate diff	5	11	4	9	4	7
VLA-4 antagonist	-6	?	-12	-5	2	6

[43] COCCNC(=O)CSCc1nc(-c2ccc(SC)cc2)oc1C
[44] Cc1ccccc1NC(=O)C1CCCN(S(=O)(=O)c2cnc[nH]2)C1 (configuration not stated)
[45] COc1ccc(OC)c(-c2cc(C(=O)Nc3c(C)nn(Cc4ccccc4C)c3C)no2)c1
[46] O=P(O)(O)CCP(=O)(c1ccccc1)c1ccccc1
[47] CCOC(=O)c1ccc(N2Cc3cc(C)c(C)cc3C2)cc1O
[48] O=C1c2ccccc2C(O)(Cc2ccccc2)N1Cc1ccco1 (configuration not stated)
Assay by compound	43	44	45	46	47	48
VLA-4 allo ag	2	5	-7	-1	-2	0
Autofluor Jurkat	1.1	1	0.98	1.1	1	1.1
Prostate diff	13	6	0	12	24	8
VLA-4 antagonist	0	0	-9	-4	-13	-18

[49] COc1ccc(NC(=O)c2cnc3sccn3c2=O)cc1
[50] O=C(Nc1cccnc1)c1scc2c1OCCO2
[51] CCn1c(=NC(=O)CSC(C)=O)sc2cc(F)ccc21
[52] CCOC(=O)N1CCC(NC(=O)CSCc2cnn(-c3ccccc3)c2-n2cccc2)CC1
[53] COc1ccc(N2CCN(C(=O)Cc3ccc(-n4c(=O)[nH]c5ccccc5c4=O)cc3)CC2)cc1
[54] FC(F)(F)C(F)(F)C(F)(F)c1nnc2ccc(N3CCOCC3)nn12
Assay by compound	49	50	51	52	53	54
VLA-4 allo ag	-1	3	7	-20	-2	-4
Autofluor Jurkat	1.1	1	1.1	1	1.1	1.1
Prostate diff	20	12	14	22	10	16
VLA-4 antagonist	1	-27	-38	-17	-16	1

[55] COc1ccc(-c2cc3nc(C)c(CCC(=O)N4CCCCC4)c(C)n3n2)c(OC)c1
[56] OCCn1c(-c2ccc3c(c2)OCO3)csc1=Nc1ccccc1
[57] N#Cc1c(NC(=O)COC(=O)C2CC3C=CC2C3)oc(-c2ccccc2)c1-c1ccccc1 (configuration not stated)
[58] COc1ccc(C(=O)n2cnc(N)n2)cc1
[59] Cc1noc(C)c1S(=O)(=O)N1CCCC(C(=O)N2CCC(C)CC2)C1 (configuration not stated)
[60] O=C(Nc1ccccc1C(=O)NCCCn1ccnc1)c1ccccc1
Assay by compound	55	56	57	58	59	60
VLA-4 allo ag	-2	4	?	-2	3	?
Autofluor Jurkat	1	0.93	1.1	0.95	1	1
Prostate diff	7	2	4	15	5	8
VLA-4 antagonist	11	-10	?	-2	-13	?

[61] O=C(CCCN1CCC(O)(c2ccc(Cl)cc2)CC1)c1ccc(F)cc1
[62] Cc1nc2nc(SCC(=O)N3CCOCC3)nn2c(C)c1Cc1c(F)cccc1Cl
[63] O=C1c2ccccc2C(Nc2ccc3c(c2)OCCO3)N1Cc1ccc2c(c1)OCO2 (configuration not stated)
[64] O=C(CNS(=O)(=O)c1cccc2nsnc12)NC1CCCCC1
[65] Cc1cccc(-n2nnc(C(=O)NCc3ccccc3)c2N)c1
[66] O=C(c1ccco1)N1CCN(C(=O)c2cccc3c2C(=O)N(Cc2cccnc2)C3)CC1
Assay by compound	61	62	63	64	65	66
VLA-4 allo ag	-1	7	-8	4	1	3
Autofluor Jurkat	1	1	1.3	1	1.1	1
Prostate diff	7	7	12	9	11	9
VLA-4 antagonist	-2	-1	16	-4	-10	-2

[67] CN1CC2(C(=O)c3ccccc3)CN(C)CC(C(=O)c3ccccc3)(C1)C2
[68] COC(=O)C(NC(=O)c1ccco1)(Nc1nc(C2CC2)cs1)C(F)(F)F (configuration not stated)
[69] CCOc1ccccc1NC(=O)C1=C(C)NC(=O)NC1c1cccc(OC)c1OC (configuration not stated)
[70] Cc1cc(C)c(NC(=O)C2CSCCS2)c(C)c1 (configuration not stated)
[71] COc1ccc(OC)c(-n2cnc3cc(C(=O)NCCCN4CCOCC4)ccc32)c1
[72] COC(=O)c1cc(Nc2cc(C)nc3ncnn23)cc(C(=O)OC)c1
Assay by compound	67	68	69	70	71	72
VLA-4 allo ag	-5	2	11	4	2	?
Autofluor Jurkat	1.1	1.1	1	0.99	1	0.81
Prostate diff	7	14	7	5	6	3
VLA-4 antagonist	7	-4	0	-5	-16	?

[73] COc1ccc(N(C(=O)COc2ccccc2)C2C=CS(=O)(=O)C2)cc1 (configuration not stated)
[74] CCOc1cc2[nH]c(=O)n(CCCCC(=O)NC3CCCCC3)c(=O)c2cc1OCC
[75] CCN(CCNC(=O)C1CCN(S(=O)(=O)c2cccc3cccnc23)CC1)c1ccccc1
[76] CC1CCCCN1CCn1c(=S)[nH]c2ncccc2c1=O (configuration not stated)
[77] CCCCn1c(=O)[nH]c(=O)c2c1nc(COc1ccc(C#N)cc1)n2CCC
[78] O=C(NCc1cccs1)C1CCC(CNS(=O)(=O)c2ccc(Br)s2)CC1 (configuration not stated)
Assay by compound	73	74	75	76	77	78
VLA-4 allo ag	15	-18	-2	2	-6	-7
Autofluor Jurkat	1.1	1	1	1.1	1.1	1.1
Prostate diff	1	8	7	2	8	3
VLA-4 antagonist	-26	26	26	-47	0	19

[79] CC12C(=O)N(CCC(=O)O)C(=O)C1C1C=CC2C1 (configuration not stated)
[80] Cc1ocnc1C(=O)Nc1ccc(Cl)cc1
[81] CCC(Sc1nc2cc(OC)c(OC)cc2c2nc(C)nn12)C(=O)NCc1ccco1 (configuration not stated)
[82] CC(C)c1ccc(C(=O)CSc2ncn[nH]2)cc1
[83] COc1cccc(C2=NOC(C(=O)Nc3cc(C)nn3-c3ccccc3)C2)c1OC (configuration not stated)
[84] Cc1ccc(CS(=O)(=O)CCC(=O)NCCCN2CCCC2)cc1
Assay by compound	79	80	81	82	83	84
VLA-4 allo ag	1	2	1	-1	0	2
Autofluor Jurkat	1	1.1	1	1.1	1	1
Prostate diff	16	9	8	8	6	6
VLA-4 antagonist	-20	-1	-2	40	8	-1
